Growth percent in the NCI-60 one-dose screen (48 h, 10 µM unless noted): 100 = growth as untreated, 0 = no growth, -100 = all killed.
OVCAR-3: OVCAR-3 ovarian cancer; actives 7% (n = 79,000)
NCI-H23: NCI-H23 lung cancer. actives 4% (n = 80,000)
NCI-H522: NCI-H522 lung cancer; actives 8% (n = 78,000)
NCI-H226: NCI-H226 lung cancer; AID 1794732; actives 3.5% (n = 79,000)
NCI-H322M: NCI-H322M lung cancer. actives 2.7% (n = 80,000)
OVCAR-5: OVCAR-5 ovarian cancer; actives 2.9% (n = 82,000); AID 1794783
OVCAR-8: OVCAR-8 ovarian cancer; actives 4.4% (n = 81,000); AID 1794782
NCI/ADR-RES: NCI/ADR-RES ovarian cells; actives 4.4% (n = 81,000)
NCI-H460: NCI-H460 lung cancer | actives 6.8% (n = 82,000) | AID 1794736
The depositor's hits bear a star; x = no result given; & = joins results of further samples. The calls were made as follows: active = growth percent below 10; inactive = the rest.

SMILES	OVCAR-3	NCI-H23	NCI-H522	NCI-H226	NCI-H322M	OVCAR-5	OVCAR-8	NCI/ADR-RES	NCI-H460
CC(=O)Nc1cc(Cl)ccc1C	118	133	107	121	105	115	103	129	115
N#CCCOCC(COc1ccccc1)OCCC#N (centres undefined)	123	99	77	96	101	105	97	109	105
COc1ccc(-c2nc3ccccn3c2-c2nc3ccc(Cl)cc3[nH]2)cc1	74	98	74	90	103	102	x	90	99
CCc1c(C)c2ccc(O)c(C(=O)/C=C/c3cc(OC)c(OC)c(OC)c3)c2oc1=O	106	95	79	101	98	103	99	102	100
CCCCCCCCCCCCCCCCCC1=NC(C)(C)CN1C(C)(C)CO	-1.1*	-15*	-85*	23	16	38	-80*	-8.0*	-100*
O=C(Nc1ccc(-n2cc(-c3ccncc3)c(-c3ccc(O)c(Cl)c3)n2)cc1)c1ccc(Cl)c(C(F)(F)F)c1	4.2*	30	24	80	55	62	18	19	8.1*
COC(=O)Cc1cc(O)cc2oc(-c3ccc(OC)cc3)cc(=O)c12	101	94	95	93	97	98	100	97	112
CCCCNC(=O)Nc1ccccc1CC	105	94	95	92	102	87	96	100	106
N#CCC(=O)Nc1nc2ccccc2nc1NC(=O)CC#N	95	90	104	92	104	115	104	99	99
C#CC(C)(C)N1CCCCC1	134	94	105	105	94	96	112	96	128
CS(=O)(=O)c1ccc(-c2nc3ccccn3c2C=Nc2ccc(F)cc2)cc1	x	x	85	104	86	97	103	92	100
CC[C@]12C=CCN3CC[C@@]4(c5cc(NC(=O)CN[C@@H](Cc6c[nH]c7ccccc67)C(=O)OC)c(OC)cc5N(C)[C@H]4[C@@](O)(C(=O)OC)[C@@H]1OC(C)=O)[C@@H]32	106	99	97	93	93	106	96	100	104
CN(C)c1ncccc1O	115	98	90	106	92	117	101	108	110
CCOC(=O)C1[C@@H]2C(=O)N(c3ccccc3)C(=O)[C@@H]2[C@H](c2nc[nH]c2C)N1Cc1ccccc1 (some centres undefined)	103	99	85	96	97	97	93	99	97
c1ccc(CCc2ccccc2-c2cc(-c3ccccc3)on2)cc1	96	75	80	96	87	90	103	98	82
CC1=C(C(=O)N(Cc2ccccc2)Cc2ccccc2)C(c2ccc(Cl)cc2)NC(=O)N1 (centres undefined)	100	91	x	87	98	102	82	84	85
CC(C)c1nc2ccccc2n1CC(=O)N/N=C/c1cccc(OCc2ccccc2)c1	95	61	67	71	93	92	88	86	98
C=C1C(=O)O[C@H]2[C@H]1CC/C(COC(=O)NCCc1ccc(Br)cc1)=C\CC[C@@]1(C)O[C@@H]21	-72*	63	-52*	13	85	40	7.1*	58	61
Cc1ccccc1Nc1cc(O)c2c(=O)cc(-c3ccccc3)oc2c1	-4.3*	45	36	58	70	89	52	4.9*	8.1*
COC(=O)Nc1nc2ccc(C(=O)c3cccs3)cc2[nH]1	-7.2*	14	x	0.1*	x	42	13	-20*	7.4*
COc1cc(/C=C/c2cc(/C=C/c3cc(OC)c(OC)c(OC)c3)n(-c3ccc(OC(F)(F)F)cc3)n2)cc(OC)c1OC	97	94	71	97	94	84	89	98	106
COc1ccc(-n2cnc3ccccc3c2=O)cc1	112	96	98	93	99	86	110	92	104
COc1cc(C2=NN(C(C)=O)C(c3cn(S(=O)(=O)c4ccc(C)cc4)c4ccccc34)O2)cc(OC)c1OC (centres undefined)	76	90	101	101	85	94	91	77	104
COc1ccc(-n2cc(-c3ccccc3)c3c(SCC(=O)N/N=C/c4ccc(N(C)C)cc4)ncnc32)cc1	103	85	91	88	98	99	95	96	108
CN1CCN(C2=Nc3ccccc3Cc3ccccc32)CC1	117	101	87	107	96	102	114	88	108

Not a retest: entries from further up.
SMILES	OVCAR-3	NCI-H23	NCI-H522	NCI-H226	NCI-H322M	OVCAR-5	OVCAR-8	NCI/ADR-RES	NCI-H460
CC1=C(C(=O)N(Cc2ccccc2)Cc2ccccc2)C(c2ccc(Cl)cc2)NC(=O)N1 (centres undefined)	100	91	x	87	98	102	82	84	85
CC(C)c1nc2ccccc2n1CC(=O)N/N=C/c1cccc(OCc2ccccc2)c1	95	61	67	71	93	92	88	86	98
C=C1C(=O)O[C@H]2[C@H]1CC/C(COC(=O)NCCc1ccc(Br)cc1)=C\CC[C@@]1(C)O[C@@H]21	-72*	63	-52*	13	85	40	7.1*	58	61
Cc1ccccc1Nc1cc(O)c2c(=O)cc(-c3ccccc3)oc2c1	-4.3*	45	36	58	70	89	52	4.9*	8.1*
COC(=O)Nc1nc2ccc(C(=O)c3cccs3)cc2[nH]1	-7.2*	14	x	0.1*	x	42	13	-20*	7.4*
COc1cc(/C=C/c2cc(/C=C/c3cc(OC)c(OC)c(OC)c3)n(-c3ccc(OC(F)(F)F)cc3)n2)cc(OC)c1OC	97	94	71	97	94	84	89	98	106
COc1ccc(-n2cnc3ccccc3c2=O)cc1	112	96	98	93	99	86	110	92	104
COc1cc(C2=NN(C(C)=O)C(c3cn(S(=O)(=O)c4ccc(C)cc4)c4ccccc34)O2)cc(OC)c1OC (centres undefined)	76	90	101	101	85	94	91	77	104
COc1ccc(-n2cc(-c3ccccc3)c3c(SCC(=O)N/N=C/c4ccc(N(C)C)cc4)ncnc32)cc1	103	85	91	88	98	99	95	96	108
CN1CCN(C2=Nc3ccccc3Cc3ccccc32)CC1	117	101	87	107	96	102	114	88	108

New compounds follow:
SMILES	OVCAR-3	NCI-H23	NCI-H522	NCI-H226	NCI-H322M	OVCAR-5	OVCAR-8	NCI/ADR-RES	NCI-H460
COc1cc(NC(=O)Nc2cnc(Nc3ccc(N4CCOCC4)cc3)nc2Oc2cccc(OC)c2)cc(OC)c1	42	61	27	7.1*	x	96	-11*	61	24
O=c1cccc[nH]1	102&107	95&107	98&94	106&119	101&97	98&107	99&110	107&110	105&113
c1ccn2c(NCCN3CCOCC3)c(-c3ccc4c(c3)OCO4)nc2c1	99	100	89	99	93	93	94	108	106
CN(C)CC(=O)Nc1ccc2ncnc(Nc3ccc(Oc4cccc(C(F)(F)F)c4)c(Cl)c3)c2c1	43	76	68	81	45	83	56	54	8.5*
Nc1ccc(-c2nc3ccc(Cc4ccc5nc(-c6ccc(N)cc6)[nH]c5c4)cc3[nH]2)cc1	62	77	47	x	94	95	44	48	39
C#CCOc1ccc(C2=NN(CCC)C3N=C(Cl)c4ncn(CCC)c4N23)cc1OCC#C (centres undefined)	97	85	71	79	75	92	89	88	73
COc1c(Cl)c2c(c(OC)c1OC)-c1ccc(SC)c(=O)cc1[C@@H](NC(=O)OCC(F)(F)F)CC2	-14*	34	18	16	34	35	20	15	2.4*
Cc1nc(S(=O)(=O)c2ccccc2)c(S(=O)(=O)Cc2ccc([N+](=O)[O-])cc2)o1	84	103	69	88	100	86	100	104	99
N#C/C(=C/c1ccnc2ccccc12)c1ccccc1	84	92	75	97	92	96	90	92	95
Cc1cc(C)c(N(C)N=O)c(C)c1N(C)N=O	101	97	65	103	103	87	105	102	104
O=C(CSc1nnc(NC(=O)c2ccc(Cl)cc2)s1)Nc1ccc2oc(=O)ccc2c1	96	87	90	98	108	122	108	95	94
COc1ccc(-c2cc(-c3ccc(OC)c(S(N)(=O)=O)c3)[nH]c(=O)c2C#N)cc1	106	101	102	100	98	101	103	103	106
CCCCCC(O)c1ccccc1 (centres undefined)	96	105	x	109	128	108	114	100	112
O=C(Nc1cccc(Cn2c(=O)[nH]c3ccc(Oc4ncccn4)cc3c2=O)c1)c1cc(Cl)cc(Cl)c1	81	74	49	44	58	70	51	86	x
Cn1cc(-c2[nH]c3cc(NC(=O)[C@H](N)C4CCCCC4)cc4c3c2C=NNC4=O)cn1	-13*	-13*	-66*	26	16	13	-30*	50	12
NNC(=O)c1cc(=O)[nH]c(=O)[nH]1	114	112	100	104	121	124	113	115	120
O=C1c2c(c(=O)[nH]c3ccccc23)CC2CCCCN12 (centres undefined)	111	98	99	103	112	113	124	110	110
CS(=O)(=O)Nc1ccc(Nc2c3ccccc3nc3cc([N+](=O)[O-])ccc23)cc1	-1.7*	1.7*	-51*	0.8*	63	68	17	87	0.4*
Cc1nn(-c2ccc(Cl)cc2Cl)c(=O)n1C#N	x	99	94	116	120	98	95	94	114
COc1c(N2CC3CCCNC3C2)c(F)cc2c(=O)c(C(=O)N/N=C(/C)c3ccccc3)cn(C3CC3)c12 (centres undefined)	108	92	113	107	99	102	98	94	102
COc1cc(/C=C\C(=O)[C@@H]2CC[C@]3(O)CC[C@]4(C)[C@H](CC[C@@H]5[C@@]6(C)CC[C@H](O)C(C)(C)[C@@H]6CC[C@]54C)[C@@H]23)cc(OC)c1	104	75	x	70	98	106	85	94	72
COc1ccc(/C=C2\CN(C)CC3C2=NN(c2ccc(F)cc2)C3c2ccc(OC)cc2)cc1 (centres undefined)	89	86	90	x	104	83	91	86	92
CCOC(=O)c1ccc(NC(=S)NC(=O)c2ccc(Cl)cc2)cc1	90	103	94	101	103	112	110	103	109
O=S(=O)(Oc1ccc(-c2cn3ccoc3n2)cc1)c1ccc(Cl)c(Cl)c1	x	97	90	89	102	100	99	100	104
O=S(=O)(NCCNc1nccc(-c2c(-c3ccc(F)cc3)nc3sccn23)n1)c1ccc(I)cc1	98	92	89	88	98	108	74	85	66
(further entries)
SMILES	OVCAR-3	NCI-H23	NCI-H522	NCI-H226	NCI-H322M	OVCAR-5	OVCAR-8	NCI/ADR-RES	NCI-H460
CC(=O)NCC(=O)Nc1ccc(-c2nnc3ccccn23)nc1.CC(=O)NCC(=O)Nc1ccc(-c2nnc3ccccn23)nc1.[Pt+2]	107	99	84	110	112	114	94	106	100
O=C(c1ccccc1)c1c(-c2ccccc2)oc2ccccc2c1=O	105	94	87	92	107	97	104	99	102
COc1ccc(/C=C2\N=C(c3ccccc3)N(C(=O)c3ccc(Cl)cc3)NC2=O)cc1	91	88	88	95	94	96	97	88	98
COc1cc(C2NC(c3ccc(Cl)cc3)C(C)C(=NC(=O)c3cnccn3)C2C)cc(OC)c1OC (centres undefined)	107	91	85	102	113	94	103	101	103
COc1cc(C2CC(=O)Nc3c(-c4ccc(F)cc4)nsc32)cc2c1OCO2 (centres undefined)	96	99	80	87	78	92	95	87	98
CC(/C=N/N=C1\C(=O)Nc2ccccc21)=C\c1ccccc1	99	95	73	x	103	105	106	95	102
Nc1ccc(-c2nc3ccc4[nH]ncc4c3c3c2CCCC3)cc1F	37	20	22	42	41	57	32	36	25
O=C(/C=C/c1cn(-c2ccccc2)nc1-c1ccc(Cl)cc1)NNC(=O)Nc1ccc(Br)cc1	108	101	90	91	100	97	98	100	107
Cc1ccc(S(=O)(=O)NCC(C)C)cc1	110	104	89	103	95	89	101	98	103
N#Cc1c(-c2ccc(Cl)cc2)nc(NN2C(=O)c3ccccc3C2=O)nc1N1CCOCC1	113	97	97	100	111	102	102	107	106
COc1cc2ncnc(Nc3ccc4c(cnn4C(=O)Nc4ccc(Cl)c(Cl)c4)c3)c2cc1OC	100	99	80	105	95	101	116	102	109
Cc1cnc(CSc2nc(-c3ccc(Cl)cc3)cn2-c2ccc(Cl)cc2)c(C)c1	105	88	77	105	93	99	104	97	98
CCCCCCCNC(=O)C(Cl)Cl	123	99	93	94	105	106	99	102	103
NC(=S)N/N=C/c1nccn1-c1ccccc1	112	108	x	111	92	102	109	104	103
O=C(c1ccc(Cl)cc1)N1CCN(c2ccnc3cc(Cl)ccc23)CC1	100	98	57	87	96	93	87	88	96
Cc1ccc(-c2cc(/C=N\O)no2)cc1C	101	93	101	97	110	98	96	102	102
N#Cc1cccc(COc2ccc(-c3cc(CN4CCN(Cc5ccc(C(F)(F)F)cc5)CC4)no3)cc2F)c1	85	55	77	74	87	96	74	73	76
COc1cc(-c2c3c(cn2S(=O)(=O)c2ccccc2)-c2nc(NC(=O)c4ccccc4)sc2CC3)cc(OC)c1OC	89	93	72	x	68	113	89	82	98
CCOC(=O)N1CCC(C)CC1	108	100	81	98	98	96	111	103	112
Cc1sc2nc(NCc3ccccc3Cl)[nH]c(=O)c2c1C	123	x	95	88	97	102	88	104	50
O/N=C(\CSc1nnc(-c2cc(-c3ccccc3)nc3ccccc23)n1-c1ccccc1)c1ccccc1	116	100	97	99	x	107	98	105	103
O=C(O)c1ccc(Oc2ccc([N+](=O)[O-])cc2)c([N+](=O)[O-])c1	119	98	95	110	130	98	110	104	118
O=c1n(Cc2ccc3ccccc3c2)ccn1Cc1ccc2ccccc2c1	100	91	47	91	86	82	x	87	86
Cc1sc2nc(N3CCOCC3)[nH]c(=O)c2c1C	107	95	x	85	98	108	97	99	103
COc1ccc2nc(C)c(C3=NNC(c4cc(OC)c(OC)c(OC)c4)C3)nc2c1 (centres undefined)	113	97	91	103	124	115	113	113	102
(listing goes on)
SMILES	OVCAR-3	NCI-H23	NCI-H522	NCI-H226	NCI-H322M	OVCAR-5	OVCAR-8	NCI/ADR-RES	NCI-H460
CC1=CC(C)CC(=O)O1 (centres undefined)	121	110	96	96	105	108	100	105	104
CC(=O)Nc1ccccc1O	107	106	96	100	105	105	100	99	108
Clc1ccc(Nc2cccc(-c3n[nH]c4ccccc34)c2)cc1	88	79	77	78	87	87	86	89	95
O=S(O)c1cc(Cl)cc(Cl)c1OCc1ccccc1	107	101	96	94	96	99	98	103	101
Oc1cccc(CCc2ccc(Oc3cc(CCc4cccc(O)c4)cc(O)c3O)cc2)c1	64	89	-8.6*	84	82	107	75	82	66
NNC(=O)c1cc2ccccc2[nH]1	107	95	87	95	109	86	106	102	103
COc1cc2c(cc1OC)C1=NN(C(=O)Nc3ccc(F)cc3)C(c3ccncc3)C1C2 (centres undefined)	113	106	92	94	100	95	97	105	105
COc1cc(-c2nn(-c3ccc(NC(=O)NCCNS(=O)(=O)c4ccc(F)cc4)cc3)cc2-c2ccncc2)ccc1Cl	7.6*	13	-10*	36	x	27	9.2*	79	0.9*
